DDE Tn7 FP inh – inhibitors of Tn7 peptide binding to human fibrin DD(E). inhibition, % at 8.3 µM. FP displacement of FITC-Tn7 peptide from fibrin DD(E); 0% = median of compound wells per plate. hit rate 0.13% among 370,000. P02675;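 active = inhibition above the mean of compounds falling within the control limits plus 3 SD of them, cut at about 14% in these data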;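 also: 0% = plate median of compound wells and 100% = 10 µM Aha-Tn7 peptide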
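Assay system: human fibrin DD(E). Input: DD(E) 2 µM final. Medium: Tris buffer with calcium and detergent, pH 7.8. Compound dosing: single point at 8.3 µM. Timing: 10 min plus 3 h, room temperature. Technique: fluorescence polarization of the labelled Tn7 tracer. Read-out: percent inhibition. Replicates: singlicate testing.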
TDP2 absorb – TDP2 (human) inhibition, absorbance primary screen; O95551; recombinant TDP2, T5PNP hydrolysis, p-nitrophenol absorbance 415 nm; inhibition, % at 12.8 µM; hit rate 0.34% among 370,000; AID 720702;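 active = inhibition above the mean of all tested compounds plus 3 SD, set per campaign, cut at about 25% in these data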;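 also: 0% = DMSO with enzyme and 100% = buffer with substrate but no TDP2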
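System – recombinant human TDP2 · Quantity – TDP2 enzyme at 120 nM final · Doses – single concentration, 12.8 µM nominal, with 1% DMSO · Incubation – 2 h at 37 °C · Measured by – epi absorbance of p-nitrophenol freed from T5PNP by hydrolysis · Read-out – % inhibition relative to enzyme-containing and enzyme-free wells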
SIAE primary – inhibitors of human sialic acid acetylesterase SIAE; inhibition, % at 9.66 µM; hit rate 0.69% among 370,000; Q9HAT2; AID 1053197; SIAE FP-Rh probe binding, fluorescence polarization;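 active = inhibition above a cutoff: mean of compounds within the control limits plus 3 SD of those, cut at about 17% in these data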;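 also: 0% = plate median of compound wells and 100% = probe without SIAE protein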
Target sequence (Q9HAT2 whole entry, looked up): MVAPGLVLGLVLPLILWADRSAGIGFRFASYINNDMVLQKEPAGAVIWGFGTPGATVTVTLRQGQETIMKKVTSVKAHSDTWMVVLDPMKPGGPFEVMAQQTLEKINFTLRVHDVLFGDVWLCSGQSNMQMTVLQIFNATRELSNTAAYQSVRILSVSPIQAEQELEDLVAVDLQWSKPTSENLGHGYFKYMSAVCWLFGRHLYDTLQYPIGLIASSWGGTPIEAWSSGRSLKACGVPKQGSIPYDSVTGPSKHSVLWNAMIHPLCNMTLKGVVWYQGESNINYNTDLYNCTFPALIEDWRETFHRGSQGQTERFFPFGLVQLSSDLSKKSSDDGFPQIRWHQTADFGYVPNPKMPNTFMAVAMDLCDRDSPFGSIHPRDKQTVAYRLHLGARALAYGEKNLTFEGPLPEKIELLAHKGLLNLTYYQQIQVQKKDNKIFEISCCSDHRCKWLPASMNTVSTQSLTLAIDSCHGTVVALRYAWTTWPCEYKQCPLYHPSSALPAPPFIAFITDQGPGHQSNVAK
LEDGF integ inh – blocks HIV-1 LEDGF/p75-dependent DNA integration. TR-FRET IN-LEDGF/p75 DNA integration, Eu/Cy5. inhibition, % at 3.7 µM. hit rate 0.64% among 370,000. AID 743269;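 active = inhibition above the screen-wide mean plus 3 SD, cut at about 13% in these data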;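 also: signal is the Cy5 over europium emission ratio at 671 and 618 nm; 0% = plate median of compound wells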
HTRA1 inhibitor – blocks human HTRA1 serine peptidase; Q92743; hit rate 0.5% among 340,000; recombinant HTRA1, FP-rhodamine activity-based probe, fluorescence polarization; inhibition, % at 5.96 µM; in the data active = inhibition above about 36%;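 also: 0% = enzyme with DMSO and 100% = wells lacking enzyme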
PRMT1 FP inh – PRMT1 (human) inhibition, primary screen | inhibition, % at 2.79 µM | hit rate 1.3% among 370,000 | Q99873 | recombinant PRMT1, activity-based probe fluorescence polarization | AID 652257;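 active = inhibition above about 21% made by adding two undisclosed values, limit read from the data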
TCR CD3 inh – inhibitors of human TCR-CD3 interaction; TAMRA-labeled TCR probe fluorescence, biochemical; inhibition, % at 9.4 µM; hit rate 0.37% among 360,000; AID 651800; in the data active = inhibition above about 19%;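 also: recombinant mutant TCR 2C K166C tagged with TAMRA read by polarization; 0% = receptor in buffer alone and 100% = receptor with positive control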
UHRF1 binding – UHRF1 methyl-DNA binding inhibition | hit rate 0.75% among 370,000 | AID 687016 | UHRF1 binding to methylated oligo, TR-FRET | Q96T88 | inhibition, % at 4.4 µM; in the data active = inhibition above about 21%;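 also: UHRF1 SRA domain binding a hemimethylated CpG hairpin DNA probe; 0% = median of test compound wells and 100% = reference inhibitor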
PG9 Ab binder – PG9 antibody binding by small molecule; TR-FRET gp120-PG9 antibody binding; inhibition, % at 6.7 µM; hit rate 0.43% among 360,000; AID 624416; in the data active = inhibition above about 8.5%
mABHD4 FP – ABHD4 (mouse) inhibition, primary FP screen; Q8VD66; purified mABHD4, FP-Rh probe fluorescence polarization; inhibition, % at 8.92 µM; hit rate 0.54% among 370,000;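 active = inhibition exceeding the mean over every tested compound plus 3 SD, cut at about 30% in these data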;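 also: 0% = plate median of compound wells and 100% = S159A mutant with DMSO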
Target sequence (Q8VD66 whole entry, looked up): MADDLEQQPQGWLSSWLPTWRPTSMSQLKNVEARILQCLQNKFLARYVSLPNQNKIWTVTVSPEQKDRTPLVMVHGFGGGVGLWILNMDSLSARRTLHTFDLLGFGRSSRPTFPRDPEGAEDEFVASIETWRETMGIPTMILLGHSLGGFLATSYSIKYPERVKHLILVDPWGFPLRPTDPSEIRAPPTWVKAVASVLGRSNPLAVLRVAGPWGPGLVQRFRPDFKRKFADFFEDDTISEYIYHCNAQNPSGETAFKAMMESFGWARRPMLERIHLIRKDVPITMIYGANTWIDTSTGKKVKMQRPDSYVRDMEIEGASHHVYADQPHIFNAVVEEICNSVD
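Assay system: mouse ABHD4 enzyme, wild type / Also added: fluorescent activity-based probe FP-Rh / Doses: single nominal dose of 8.92 µM, 0.89% DMSO final / Timing: 45 min compound pre-incubation plus 60 min probe step, 25 °C / Signal: FP readout, ex 525 nm / em 598 nm / Control set: S159A mutant/DMSO as 100%, compound-well median as 0%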
An asterisk follows results filed as active; · = not tested or not shown. An unsorted share of the library; 4.2% or so of the library scored in one or more.

DDE Tn7 FP inh	TDP2 absorb	SIAE primary	LEDGF integ inh	HTRA1 inhibitor	PRMT1 FP inh	TCR CD3 inh	UHRF1 binding	PG9 Ab binder	mABHD4 FP	SMILES
-9	4	1	0	3	5	-4	1	-2.2	7	C[C@H](CO)N1C[C@H](C)[C@@H](CN(C)C(=O)c2ccc3ccn(C)c3c2)OCc2cnnn2CCCC1=O
-4	11	3	0	0	-3	-1	-3	-1.1	-2	CCCn1nnnc1NC(=O)COc1ccc(CC)cc1
-5	3	11	1	7	-3	-2	-7	-3.5	-7	COc1ccccc1/C=C/C=N/NC(=O)c1ccncc1
-2	-9	-4	0	2	-3	-2	-2	0.3	0	Cc1ncoc1C(=O)NCCC(c1ccccc1)c1ccccc1
1	3	-6	-3	-5	-4	-1	13	0.5	2	Cc1cccc(-c2noc(CCC(=O)NCC3CCCO3)n2)c1 (configuration not stated)
-7	-3	-6	-4	-3	-1	9	0	-1.9	0	CCOC(=O)c1nnc(-c2ccc(C)cc2)nc1Sc1ccc(Cl)cc1
4	5	4	-3	0	1	2	-3	-0.8	-6	O=c1[nH]nc(Sc2ncnc3sccc23)n1CCc1ccccc1
1	-6	-2	-1	-1	2	-3	-2	-0.1	-4	COc1cc(C(=O)Oc2ccccc2N)cc(OC)c1OC
7	-16	-1	-1	10	1	5	1	-0.5	3	c1ccc(CN2OCC3Cn4c(nc5ccccc54)C32)cc1 (configuration not stated)
2	4	5	-1	-4	1	3	1	-2.3	1	COc1ccc(CNC(=O)C(=O)NCC2CCCO2)cc1 (configuration not stated)
-2	-11	-4	-4	-3	1	-4	-4	-1.1	8	COc1cc(C2NC(=O)CCC2[N+](=O)[O-])cc(Br)c1OC (configuration not stated)
6	6	-4	1	-3	-1	-4	1	0.2	6	CC(On1c(-c2ccccc2)nc2ccc(Cl)cc21)C(=O)O (configuration not stated)
-4	7	1	-1	0	-1	1	-1	-3.3	-3	O=C(NCc1cccc2ccsc12)c1cccs1
-7	-8	-4	-5	-3	4	0	4	-0.2	7	O=C(Nc1ccccc1-c1ccccc1)C1CCCC1
1	-2	10	0	-5	-1	-6	-1	0.0	-1	CCN1C[C@@H]2[C@@H]3C(=O)N(Cc4ccccc4)C(=O)[C@@H]3[C@](CC)(C1=O)N2C(=O)c1ccc(C(C)(C)C)cc1
10	-1	6	-7	3	1	0	3	-0.5	5	Cc1c(NS(=O)(=O)c2ccc(C(=O)NCc3ccccc3)cc2)c(=O)n(-c2ccccc2)n1C
-3	-5	-6	6	-7	5	6	2	-1.9	-12	CCOC(=O)C1=C(C)N=c2s/c(=C/c3ccc(OCC(=O)O)cc3)c(=O)n2C1c1ccc(OC)cc1OC (configuration not stated)
-3	2	-5	-2	4	-1	10	1	-2.3	-5	Cc1c(O)c(=O)n(-c2ccccc2)n1C
-4	-19	-6	60*	-1	0	6	4	-1.7	-5	CCOC(=O)c1c(NC(=O)CSc2nnc(CNC(=O)c3ccco3)n2C)sc2c1CCC2
10	0	-6	2	·	-5	6	3	-1.6	-1	CN(C)CCCNc1nc2cc(-c3cncnc3)sc2c(=O)n1C
3	-6	19*	3	3	-2	3	7	-0.5	-2	CC(=O)Nc1ccc(OCC(O)Cn2c(C)nc3ccccc32)cc1 (configuration not stated)
8	5	3	0	2	-3	2	1	-2.4	9	CCCC1OC(c2cc3c(cc2Cl)OCO3)OCC1CC (configuration not stated)
2	0	-6	2	2	8	-9	4	-0.1	1	CCSCCNC(=O)c1cc(-n2cnnc2)ccc1Cl
-3	-1	2	5	0	-3	9	0	0.8	7	COC(=O)c1ccc(OCC(=O)c2cccc(OC)c2)cc1

A different layout for part of the listing above.
Second line of a record – DDE Tn7 FP inh, TDP2 absorb, SIAE primary, LEDGF integ inh, HTRA1 inhibitor, PRMT1 FP inh, TCR CD3 inh, UHRF1 binding, PG9 Ab binder, mABHD4 FP
Cc1ncoc1C(=O)NCCC(c1ccccc1)c1ccccc1
 : -2, -9, -4, 0, 2, -3, -2, -2, 0.3, 0
Cc1cccc(-c2noc(CCC(=O)NCC3CCCO3)n2)c1 (configuration not stated)
 : 1, 3, -6, -3, -5, -4, -1, 13, 0.5, 2
CCOC(=O)c1nnc(-c2ccc(C)cc2)nc1Sc1ccc(Cl)cc1
 : -7, -3, -6, -4, -3, -1, 9, 0, -1.9, 0
O=c1[nH]nc(Sc2ncnc3sccc23)n1CCc1ccccc1
 : 4, 5, 4, -3, 0, 1, 2, -3, -0.8, -6

Later entries.
DDE Tn7 FP inh	TDP2 absorb	SIAE primary	LEDGF integ inh	HTRA1 inhibitor	PRMT1 FP inh	TCR CD3 inh	UHRF1 binding	PG9 Ab binder	mABHD4 FP	SMILES
2	-3	4	-2	-1	-1	0	1	2.0	3	Cn1c(=O)oc2cc(S(=O)(=O)N3CCCC(C(=O)NCC4COc5ccccc5O4)C3)ccc21 (configuration not stated)
-1	0	3	3	3	6	-5	3	0.6	5	CCCn1c(Cc2ccccc2)n[nH]c1=S
-4	1	2	-2	-4	10	-5	-3	-1.0	-1	S=c1[nH]nc(CSCCOc2ccc(Cl)cc2Cl)o1
8	0	0	-1	-24	1	2	-4	-2.2	-9	Cc1ccc(S(=O)(=O)NCCSc2nnnn2-c2ccccc2)cc1
1	8	-9	0	-5	1	2	-1	-0.8	-1	Cc1cccc(N(C(=O)c2snc(C(N)=O)c2N)C(C(=O)NCC2CCCO2)c2cccs2)c1 (configuration not stated)
4	-7	9	2	1	-4	-7	-3	0.6	9	CCOC(=O)CN1C(=O)N[C@@H](CCc2ccccc2)C(C(=O)OC)=C1C
4	4	-8	-2	·	2	3	0	-0.2	-4	O=C(CSCC(=O)NN=Cc1ccccc1)NN=Cc1ccccc1
-3	-2	-8	6	6	1	7	2	-2.7	-4	Cc1nnsc1C(=O)N1CCCC(N2CCN(c3ccc(F)cc3)CC2)C1 (configuration not stated)
7	4	7	4	5	-3	3	-3	0.0	-4	COC(=O)CSc1nnc(-c2ccccn2)n1Cc1ccco1
-1	-11	3	3	2	-5	-1	-1	-0.8	-1	C#Cc1ccc(CN2CCC(N3CCC(C(=O)NCc4ccccn4)CC3)CC2)cc1
0	-13	-15	5	38*	1	27*	6	-3.5	-95	O=C(N/N=C/c1ccc(O)cc1O)c1ccc(CN2C(=O)c3cccc4cccc2c34)cc1
-5	-6	8	-2	-1	-2	2	2	0.9	-2	CCc1cc(-c2n[nH]c(=S)n2CC)cs1
1	18	4	1	0	4	4	-1	-2.5	1	CCc1nnc(NC(=O)c2nc(S(=O)(=O)Cc3ccc(C)cc3)ncc2Cl)s1
2	-1	2	0	-25	1	-1	1	-0.6	-19	COc1ccc(C(=O)NC(=S)NCc2ccco2)cc1Br
-3	-9	-10	6	·	0	-8	-6	-2.5	-10	COc1ccc(-c2cc(NC(C)=O)c3ncc(-c4ccccc4)n3c2)cc1OC
9	-2	-32	1	1	6	-14	3	-0.4	-3	CCCCCOC(=O)CCN1C(=O)/C(=C2\SC(=S)N(CCC(=O)OCCCCC)C2=O)SC1=S
-9	-10	-19	1	-43	-3	-8	1	0.5	-30	ON=C1c2ccccc2-c2ccc(F)cc21
-4	0	-2	-2	7	-1	2	-3	-1.4	7	CCCCn1c(SCC(=O)Nc2ccc3c(c2)CCC3)nc2ccccc2c1=O
-1	-4	4	-2	-2	-3	4	-1	0.9	-4	COC(=O)CCC(=O)Nc1cccc2ccccc12
-1	6	5	4	10	11	-4	-3	15*	10	O=C(C1=C(O)C(=O)N(Cc2ccco2)C1c1cccnc1)c1cc2ccccc2o1 (configuration not stated)
6	-12	-4	-8	-2	1	8	7	-0.9	-3	O=C(CSc1nnc(-c2ccccc2F)o1)OCc1ccccc1
-2	3	-5	2	3	-2	5	-1	-0.3	6	CCOC(=O)C(Cc1ccccc1)c1ccnc2nc(N)nn12 (configuration not stated)
12	4	-2	0	2	3	0	1	-1.7	-2	CCc1nccn1S(=O)(=O)c1ccccc1[N+](=O)[O-]
-6	-7	0	-2	·	2	-1	0	2.7	4	CC(=O)N1C[C@@H](CO)[C@@H](N(C)C(=O)/C=C/c2ccccc2)C[C@H]1c1ccccc1
0	19	-2	3	3	-4	9	-2	0.4	1	CSCC[C@H](N)C(=O)NC[C@H]1O[C@@H](n2cnc3c(N)ncnc32)[C@H](O)[C@@H]1O
1	-3	7	-4	1	-2	1	1	1.0	0	O=[N+]([O-])c1cccnc1NCCc1c[nH]c2ccccc12
6	13	-1	1	0	-3	1	-2	-0.8	-7	CNS(=O)(=O)c1ccc(NC(=O)c2ccc(Cl)cc2Cl)cc1
-3	5	1	0	1	-2	-4	0	1.4	5	COC(=O)c1ccc(COC(=O)[C@@H]2CC(O)CN2S(=O)(=O)c2ccccc2[N+](=O)[O-])cc1 (some centres not stated)
-6	3	12	3	-35	-3	-1	-5	-5.0	5	COCCNC(=S)N/N=C/c1c2ccccc2cc2ccccc12
-6	1	12	-3	-8	3	5	2	-1.9	7	COc1cc(/C=N/NC(=O)c2ccc(COc3ccccc3Cl)o2)cc(Br)c1O
-7	-2	-7	2	-10	0	6	0	-1.1	-5	O=C(c1ccccc1)C1CC1c1ccccc1 (configuration not stated)
1	14	2	-2	6	0	4	0	-2.2	2	Cc1cc(-n2cnnn2)cc(C)c1S(=O)(=O)N(C)c1ccccc1
-5	-2	-5	-2	3	8	-3	6	0.2	-4	CCOC(=O)c1c(C)oc2cc(Cl)c(O)c(CN(C)C)c12
-5	-14	4	-1	·	-5	3	0	-1.6	-2	CCOC(=O)Cc1ccc(Nc2nc(NC)nc3ccsc23)cc1
1	-6	2	0	-10	1	8	-4	-0.4	1	N#Cc1cc2ccccc2nc1SCc1cccnc1
8	-5	-5	-4	-1	1	3	-4	-0.7	-2	COc1cc(/C=C/C(=O)OCC(=O)c2ccc(S(=O)(=O)N3CCCCC3)cc2)cc(OC)c1OC
-5	-1	-2	-3	2	2	9	5	1.9	4	Cc1nc(CN(C)C(=O)c2ccccc2OC2CCN(S(C)(=O)=O)CC2)cs1
-5	-15	2	-1	9	2	0	-1	3.9	7	CC1CCCCN1S(=O)(=O)c1coc(C(N)=O)c1 (configuration not stated)
3	-4	2	1	6	-3	-6	1	-0.2	-7	Cc1cccc(C(=O)OCC(=O)NC(=O)NC2CCCCC2)c1
-4	8	-28	2	-62	-1	1	-1	-2.3	-32	Cc1cc(=O)oc2c1ccc1oc(/C(=N/O)c3ccccc3)c(C)c12
-2	-9	-2	1	4	-1	0	1	0.5	0	COCCNC(=O)c1cc(Br)ccc1Cl
3	9	1	0	4	-2	-8	-3	0.1	3	COc1ccc(OC)c(NC(=O)CSc2nn3c(=O)c(C)nnc3s2)c1
-4	5	2	-3	16	7	-6	-1	-1.0	13	CCOC(=O)/C(=N\Nc1ccccc1[N+](=O)[O-])c1csc(N)n1
